High-throughput results: PubChem, several laboratories
Insulin prom inh: TRM-6 insulin promoter activity inhibition; TRM-6 cells (human fetal islet line), insulin promoter-eGFP reporter, imaging; reporter expression induced with tamoxifen; inhibition, % at 2 µM; actives 0.9% (n = 130,000); AID 1273;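 active = inhibition above the mean plus 3 SD, with well images judged a real hit on visual review, cut at about 60% in these data, passing the limit was not always enough; inconclusive = inhibition over the cutoff but images rejected on review; inactive = inhibition not above the cutoff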
sdo1 growth: compounds rescuing growth of sdo1-depleted yeast, bone marrow failure model; AID 817; S. cerevisiae sdo1-depleted JHY4D growth rescue, OD600 30 h; stronger effect = higher value; pdr5 snq2 efflux-pump mutant strain; actives 0.21% (n = 140,000); z-score at 10 µM;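 active = z-score above 3 at both the 24 hr and the 30 hr optical density reads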;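 note: z-score against mean and SD of all compound wells on the same plate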
sdo1 growth Rescue 24 h: further read-out of sdo1 growth, marked with its call; z-score; S. cerevisiae sdo1-depleted JHY4D growth rescue, OD600; measured here: growth rescue at 24 h;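 0 is the plate mean of compound wells and units are plate SD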
* hit, by the source's call; ? = inconclusive; · = not tested or not shown.

SMILES	Insulin prom inh	sdo1 growth	sdo1 growth Rescue 24 h
COc1ccc(Br)cc1/C=N/NC(=O)c1ccc(COc2ccc3c(c2)CCC3)o1	2	-0.49	0.96
CC(C)COC(=O)c1ccc2c(c1O)C(=O)c1ccccc1C2=O	-58	-1.9	-0.87
CCOC(=O)C(NC(C)=O)(Nc1ccc(S(=O)(=O)Nc2nccs2)cc1)C(F)(F)F (stereo unspecified)	31	-0.06	-0.32
CCN1CCN(c2ccc(S(=O)(=O)N(CC)CC)cc2[N+](=O)[O-])CC1	15	0.45	-0.11
CCOc1ccccc1NC(=O)CN(c1ccc(OC)cc1)S(=O)(=O)c1c(C)noc1C	·	-0.55	-0.32
CC(C)CC1NC(=O)N(CC(=O)N2CCN(S(=O)(=O)c3ccc4ccccc4c3)CC2)C1=O (stereo unspecified)	-3	0.59	1.4
Cc1ccccc1N=Cc1c(O)n(-c2nccs2)c(=O)c2ccccc12	-13	-1.5	-1.1
COc1ccc(C(=O)NCCSCc2ccc(C)cc2)cc1	-17	0.06	0.65
CC(=O)Oc1c(Cl)c(N2CCOCC2)c(OC(C)=O)c2ccccc12	-11	-0.88	-0.68
O=C1CCC(C(=O)N(c2ccccc2)C2(C(=O)NC3CCCCC3)CCCCC2)N1 (stereo unspecified)	-36	0.03	-0.78
O=C(Cc1c[nH]c2ccccc12)NCc1ccc(Cl)cc1Cl	0	-1.2	-0.65
O=C(CNC(=O)c1ccco1)OCN1C(=O)c2ccccc2C1=O	·	0.19	0.27
COC(=O)CNc1nc(C2CC2)nc2c1nnn2Cc1ccccc1Cl	36	-0.99	-0.22
CSc1ccccc1NC(=O)c1ccoc1C	-10	0.88	1.1
O=C(c1cc(N2C(=O)C3C4CCC(C4)C3C2=O)ccc1Cl)N1CCN(c2ccc(F)cc2)CC1 (stereo unspecified)	41	0.34	0.32
Clc1ccccc1OCc1nc(-c2ccncc2)no1	17	-0.98	-1.5
COc1cccc(NC(=O)Cc2c(O)c3ccccc3[nH]c2=O)c1	39	0.13	0.71
CN(C(=O)CSc1nc(N)c2c3c(sc2n1)CSC(C)(C)C3)c1ccccc1	·	-0.48	-0.87
CC(C)C[C@H](NC(=O)OC(C)(C)C)C(=O)N1CCC(C(=O)O)CC1	26	0.32	0.69
O=c1[nH]c(CSc2ccccn2)nc2ccccc12	-15	·	·
Cc1cc(C)nc(SCc2nnc(SCC(=O)NCc3ccco3)n2-c2ccccc2)n1	35	0.17	-0.43
Cc1nc(N2CCC(C)CC2)c2c(C)c(C(=O)O)sc2n1	31	0.37	0.18
CC(C)(C)C(=O)C(Cc1ccccc1Cl)n1cncn1 (stereo unspecified)	8	-2.3	-1.3
COc1cc2c(cc1NC(=O)Nc1cccc(C)c1)oc1ccccc12	-24	-1.9	-1.5
Cc1nc(NC(=S)NC(=O)c2cccs2)sc1C(=O)N(C)C	0	-0.83	-0.58

Three structures out of the list, ordered by molar mass, ascending:
SMILES	Insulin prom inh	sdo1 growth	sdo1 growth Rescue 24 h
O=c1[nH]c(CSc2ccccn2)nc2ccccc12	-15	·	·
COc1cc2c(cc1NC(=O)Nc1cccc(C)c1)oc1ccccc12	-24	-1.9	-1.5
CCOc1ccccc1NC(=O)CN(c1ccc(OC)cc1)S(=O)(=O)c1c(C)noc1C	·	-0.55	-0.32

Other results
SMILES	Insulin prom inh	sdo1 growth	sdo1 growth Rescue 24 h
CC(=O)Nc1ccc(NC(=O)COc2ccc([N+](=O)[O-])cc2)cc1	20	·	·
COCCNC(=O)CN(C)S(=O)(=O)c1ccc(Br)cc1	-25	-0.24	-0.12
CCn1cc(C(=O)NC(=S)Nc2sc3c(c2C(=O)OC)CCCCCC3)cn1	·	-0.34	0.21
O=C(NCc1ccncc1)C(=O)Nc1nc(C23CC4CC(CC(C4)C2)C3)cs1	·	-1.5	-1.2
Cc1c(NC(=O)CSc2ncn[nH]2)c(=O)n(-c2ccccc2)n1C	38	0.99	0.25
CN1CCN(C(=O)c2cnn3c(C(F)(F)F)cc(-c4ccc5c(c4)OCO5)nc23)CC1	·	-0.17	-0.42
Cc1ccc(OCC(=O)OCC(=O)Nc2sccc2C(N)=O)cc1C	·	0.79	0.56
O=C(CN1C(=O)COCC1=O)N1CCOCC1	-23	1.2	1.6
O=C(NN1CCOCC1)c1cc(-c2ccc(Br)cc2)nc2ccccc12	-37	0.47	0.54
CC1CCN(C(=O)CCc2nc3cc(S(=O)(=O)N(C)C)ccc3n2C)CC1	-9	1.1	1.2
O=C(CCC1COc2ccccc2O1)NC1CCCCC1 (stereo unspecified)	30	0.78	-0.51
Cc1ccccc1OCCCC(=O)Nc1ccccc1C(F)(F)F	7	-0.02	-0.42
COc1ccc(-c2noc(CN(C(=O)c3c(-c4ccccc4Cl)noc3C)C(C)C)n2)cc1	-30	-1.5	-0.56
COc1ccc(C2CC(=O)c3cnc(NC(=O)c4cc(OC)cc(OC)c4)nc3C2)cc1 (stereo unspecified)	·	-0.66	-0.47
COC(=O)C(Cc1c[nH]c2ccccc12)NC(=O)C(C)C (stereo unspecified)	-18	0.53	0.25
COc1ccc(Cl)cc1C(=O)Nn1c(-c2cccs2)nc2ccccc2c1=O	-22	-1.5	-1.1
CCOC(=O)c1cccc(NC(=O)CCS(=O)(=O)c2cccs2)c1	-44	-0.37	-0.47
COCc1[nH][nH]c(=O)c1C=Nc1ccc(Oc2ccccc2)cc1	-17	-0.12	0.53
CCOC(=O)c1c(NC(=O)CN2CCOCC2)sc2c1CC(C)(C)OC2	·	-0.91	-1.1
CCCCc1nc2ccccc2n1CC(=O)NN	·	0.89	0.31
NC(=O)[C@@H]1CCOc2c(F)cc([N+](=O)[O-])cc2C(=O)N[C@@H](CO)C(=O)NCC(=O)N1	50	1.3	2.1
CCn1cc(CN2N=C(C)CC2c2ccccc2)c(C)n1 (stereo unspecified)	45	·	·
COc1cccc2cc(-c3nnc(SCC(=O)NCCc4ccccc4)n3C)oc12	-43	-0.44	-0.46
O=C(NCCOC(=O)c1ccccc1C(=O)OCCNC(=O)c1cccnc1)c1cccnc1	-12	0.54	-0.07
Cc1nc2nc(CSc3nc4ccccc4s3)cc(=O)n2[nH]1	·	0.78	1.1
Other compounds follow.
SMILES	Insulin prom inh	sdo1 growth	sdo1 growth Rescue 24 h
CC(=O)c1cccc(NC(=O)COc2nsnc2N2CCOCC2)c1	0	-0.14	-0.67
Cc1ccc(CCN2CC(C(=O)NCCCN3CCN(C)CC3)CC2=O)cc1 (stereo unspecified)	·	0.24	0.22
CC(C)(C)C1CCC(OCC(O)CN2CCN(c3ccccc3)CC2)CC1 (stereo unspecified)	-19	-1.9	-0.53
Cc1nnc2sc(-c3ccccn3)nn12	0	-0.39	-1.4
CNc1ccc(/C=C2\COc3ccccc3C2=O)cc1[N+](=O)[O-]	4	-0.3	1.2
CC1CCC(C(C)C)C(OC(=O)C[n+]2cccc(C(N)=O)c2)C1 (stereo unspecified)	-60	0.35	-0.45
O=C(Nc1cccc(Cl)c1)N1CCN2C(=O)c3ccccc3C12c1ccccc1 (stereo unspecified)	0	-0.99	-1.1
CCN(CC)CCN(C(=O)Cn1nnc(-c2ccc(C)o2)n1)C(C(=O)NC(C)(C)C)c1cccs1 (stereo unspecified)	-22	·	·
O=C(CCCn1c(=O)c2ccccc2n(CC(=O)NCc2ccco2)c1=O)NCc1ccco1	-47	0.72	0.47
Cc1ccccc1-n1c(SCC(=O)NCc2cccs2)nc2ccccc2c1=O	·	-0.85	-1.1
O=C(O)C1CC(=O)n2c(nc3ccccc32)S1 (stereo unspecified)	-37	1.2	0.13
O=C(Cn1nnc(-c2ccc(F)cc2)n1)N1CCCCC1	40	·	·
CCCCn1c(=S)[nH]c2ccc(N3CCOCC3)cc2c1=O	67	·	·
Cc1ccccc1CS(=O)(=O)CCC(=O)NCCCN1CCN(c2ccccc2F)CC1	-62	-0.03	0.31
Cc1ccc(-n2cc(C(=O)c3cc(Cl)ccc3O)cc(C#N)c2=O)cc1	-129	-0.81	-0.24
O=C1C(C=NCCCn2ccnc2)=C(O)c2ccccc21	8	·	·
CCOc1ccc(NC(=O)c2cn(CC(C)C)c(=O)c3c2c2ccccc2n3C)cc1	-20	-1.8	-1.8
Cc1cccc(NC(=O)C2CCCN2S(=O)(=O)c2cccc3cccnc23)c1 (stereo unspecified)	·	-0.51	-0.76
Cn1c(Cn2nnc3ccccc32)nnc1SCC(=O)N1c2ccccc2CCc2ccccc21	·	-0.17	-0.21
C=CCn1c(COc2ccccc2F)nnc1SCC(=O)c1c[nH]c2ccccc12	·	-0.31	-0.37
O=C(Oc1cccnc1)c1ccccc1[N+](=O)[O-]	?	0.16	-0.59
Cn1cc([N+](=O)[O-])c(C(=O)NCc2ccco2)n1	8	·	·
O=C(O)c1ccccc1OCc1ccccc1Br	6	·	·
CCn1cc(CNC(=O)c2cc(COc3ccc(F)cc3Cl)on2)cn1	?	·	·
Cc1nc(SCC(=O)NC(C)(C)C)c2c(-c3cccs3)csc2n1	-4	-0.77	-0.29

Quoted at random: four entries already listed
SMILES	Insulin prom inh	sdo1 growth	sdo1 growth Rescue 24 h
C=CCn1c(COc2ccccc2F)nnc1SCC(=O)c1c[nH]c2ccccc12	·	-0.31	-0.37
O=C1C(C=NCCCn2ccnc2)=C(O)c2ccccc21	8	·	·
CCn1cc(CNC(=O)c2cc(COc3ccc(F)cc3Cl)on2)cn1	?	·	·
O=C(Oc1cccnc1)c1ccccc1[N+](=O)[O-]	?	0.16	-0.59

Seven of the entries above in order of their number in Insulin prom inh, ascending:
smiles	Insulin prom inh
Cc1ccccc1CS(=O)(=O)CCC(=O)NCCCN1CCN(c2ccccc2F)CC1	-62
Cc1nc(SCC(=O)NC(C)(C)C)c2c(-c3cccs3)csc2n1	-4
O=C(Nc1cccc(Cl)c1)N1CCN2C(=O)c3ccccc3C12c1ccccc1 (stereo unspecified)	0
CNc1ccc(/C=C2\COc3ccccc3C2=O)cc1[N+](=O)[O-]	4
O=C(O)c1ccccc1OCc1ccccc1Br	6
O=C(Cn1nnc(-c2ccc(F)cc2)n1)N1CCCCC1	40
CCCCn1c(=S)[nH]c2ccc(N3CCOCC3)cc2c1=O	67

(more compounds)
SMILES	Insulin prom inh	sdo1 growth	sdo1 growth Rescue 24 h
O=C(CN1CCCCCC1)Nc1ccc(F)c(F)c1F	·	1.3	1.4
CC(C)CC(=O)N(Cc1ccc(F)cc1)C1CCS(=O)(=O)C1 (stereo unspecified)	18	·	·
CCn1c(SCC(=O)Nc2ccc(C(=O)OC)cc2)nnc1-c1cccs1	27	0.57	0.91
CCOC(=O)Nc1ccc(OC)cc1S(=O)(=O)N1CCCCC1	-6	0.31	-0.42
Cc1[nH]c2ccccc2c1C(c1ccncc1)N1CCN(c2ccc(F)cc2)CC1 (stereo unspecified)	-24	-0.12	0.2
COc1ccc(Br)cc1CNc1ccc2[nH]c(=O)[nH]c2c1	10	·	·
O=C(NCC1CCCO1)C(C(=O)c1ccccc1)n1cc(Cl)ccc1=O (stereo unspecified)	-40	1.1	1.2
COc1ccccc1NC(=O)N(Cc1ccc2c(c1)OCO2)Cc1nc2ccccc2c(=O)[nH]1	-8	-0.45	-0.23
Fc1ccc(NC(=S)N2CCN(c3cccc(C(F)(F)F)c3)CC2)cc1	-6	-0.53	-0.26
N#CC1=C(N)OC2=C(C(=O)CCC2)C1c1ccoc1 (stereo unspecified)	-71	·	·
O=C(NC1CC2CCCC(C1)N2S(=O)(=O)c1ccccc1)C1CCCCC1 (stereo unspecified)	29	0.46	0.34
CC(C)Oc1cc(N)c(Cl)cc1Cl	36	·	·
CN(C1CCCCC1)S(=O)(=O)c1ccc(C(=O)N2CCN(c3nc4ccccc4s3)CC2)cc1	-7	-0.74	-0.68
CC1CCN(C(=O)CSCC(=O)O)CC1	42	·	·
FC(F)(F)c1cccc(CN2CCCCCC2)c1	25	-0.21	-0.49
COc1ccc(C(=O)Nc2sc3c(c2C(=O)NCc2ccco2)CCCC3)cc1OC	43	0.78	1.6
Fc1ccccc1N1CCN(C(c2ccncc2)c2nnnn2C2CCCC2)CC1 (stereo unspecified)	-19	-1.5	-0.74
COc1cc(NC(=O)CN(C)Cc2cccc(F)c2)c(C)cc1[N+](=O)[O-]	-45	·	·
Cc1ccnc(SCC(=O)N2CCC(C(N)=O)CC2)n1	·	1.2	0.84
O=S(=O)(Cc1ccccc1)N1CCc2ccccc2C1	-25	1	1.1
Cc1ccc2[nH]c(=O)c(C(c3nnnn3CCc3ccccc3)N3CCOCC3)cc2c1 (stereo unspecified)	33	0.22	-0.39
CCOc1ccc2oc(C(=O)NC3CCN(Cc4ccccc4)CC3)c(C)c2c1	-65	·	·
O=C(CSc1nnc(CNC(=O)c2ccco2)o1)NC1CCCC1	-45	0.74	0.67
COC(=O)CC(=O)CSc1nc2c(cc1C#N)CCCCC2	41	-0.41	-1.1
Cc1cc(C)nc(NS(=O)(=O)c2ccc(NC(=O)CSc3ncn[nH]3)cc2)n1	55	·	·
The list goes on:
SMILES	Insulin prom inh	sdo1 growth	sdo1 growth Rescue 24 h
COc1ccc(/C(C)=N/NC(=O)Cc2c(C)nc(C)[nH]c2=O)cc1	-7	-0.39	-0.72
CCN(CC)C(=O)CSc1nnc(-c2cccs2)n1Cc1ccco1	·	2.5	3.6
Cc1ccc(-c2nc3ccccc3o2)cc1NC(=S)NC(=O)c1cc2ccccc2o1	·	-0.81	-0.15
COC(CNC(=O)c1c[nH]c2ccc(S(=O)(=O)N3CCC4(CC3)OCCO4)cc2c1=O)OC	-400	1.9	1.1
COc1ccc(/C=C/CN2CCN(Cc3ccc(C)cc3)C(CCO)C2)cc1 (stereo unspecified)	18	·	·
C=CC(C)(C)c1cc2cc3ccoc3cc2oc1=O	-43	-0.56	-0.87
